core dimer inh = blocks dimerization of HCV core protein; TR-FRET GST/Flag-core106 dimerization, 1536-well; inhibition, % at 5 µM; 300,000 compounds, 0.33% hits; AID 1899;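 active means inhibition above the mean of all tested compounds plus 3 SD, set per screening campaign, cut at about 45% in these data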
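Material: Tagged HCV core106 pair (GST and Flag) | Amount: GST-core106 13.5 nM, Flag-core106 17 nM | Medium: KF-containing HEPES buffer, pH 7.45, DTT, CHAPS, BSA | Reagent: Eu donor and XL665 acceptor anti-tag antibodies | Schedule: 4 h at 22.5 °C | Technique: Time-resolved FRET, ex 340 nm, em 617 and 671 nm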
JMJD2C inh = human JMJD2C demethylase inhibition. Q9H3R0. GST-JMJD2C(1-420) H3K9me3 demethylation, DELFIA europium. AID 2099. inhibition, % at 2.35 µM. 330,000 compounds, 0.069% hits;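 active means more than half of a compound's replicate wells show inhibition beyond 50%, single wells judged on their own value; inconclusive means some, but no more than half, of replicates pass 50% inhibition; inactive means no replicate passes 50% inhibition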;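 further: signal counts dimethyl H3K9 product captured on neutravidin plate; 0% = median of DMSO wells and 100% = 0.3 times that DMSO median; strong numbers were not always called active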
CR mimetic SO = caloric restriction mimetics inhibiting age-related superoxide in yeast; S. cerevisiae aged cells, superoxide DHE fluorescence; active compounds read low; superoxide response (% of plate mean), % at 10 µM; 330,000 compounds, 0.18% hits; AID 2690;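 active means superoxide response under a set limit, about three screen SD below normal, cut at about 65% in these data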;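 further: yeast aged for seven days with compound at 30 °C before DHE staining; 100% = average MFI of all compound-treated wells on the plate with controls excluded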
TPT1 inh = inhibitors of Candida albicans tRNA 2'-phosphotransferase TPT1. recombinant caTPT1, FP RNA substrate dephosphorylation. inhibition, % at 5 µM. 300,000 compounds, 0.81% hits;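 active means inhibition above the mean of all tested compounds plus 3 SD, set per screening campaign, cut at about 24% in these data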;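 further: plate controls were DMSO alone for no effect and ferristatin control at 100 nM for full effect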
Fh CTSL1 inh = counter-screen for PFM18AAP inhibitors: inhibitors of F. hepatica cathepsin L1; 300,000 compounds, 0.49% hits; recombinant F. hepatica cathepsin L1, Z-Leu-Arg-MCA fluorescence; AID 1906; inhibition, % at 5.96 µM;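 active means inhibition above the mean of all tested compounds plus 3 SD, set per screening campaign, cut at about 17% in these data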;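 further: 0% = plate median of test compound wells and 100% = 1 µM Z-Phe-Ala-diazomethylketone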
PP1 counter = blocks human PP1-alpha phosphatase, a PP5 counter-screen | P62136 | purified PP1alpha, OMFP fluorescence | 320,000 compounds, 0.9% hits | inhibition, % at 6.7 µM;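 active means inhibition above the mean inhibition of all tested compounds plus 3 SD, computed separately for each screening campaign, cut at about 15% in these data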
Target sequence (P62136 whole entry, looked up): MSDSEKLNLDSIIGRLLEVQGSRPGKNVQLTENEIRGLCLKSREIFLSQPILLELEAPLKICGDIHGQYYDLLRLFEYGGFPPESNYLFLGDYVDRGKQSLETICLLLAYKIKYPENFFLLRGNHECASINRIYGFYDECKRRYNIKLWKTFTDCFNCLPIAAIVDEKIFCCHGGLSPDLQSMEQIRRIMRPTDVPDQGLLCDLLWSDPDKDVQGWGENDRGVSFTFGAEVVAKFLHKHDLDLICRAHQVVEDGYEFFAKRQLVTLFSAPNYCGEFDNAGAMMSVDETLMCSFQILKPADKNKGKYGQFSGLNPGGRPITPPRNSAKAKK
PP5 inh = inhibitors of human protein phosphatase 5 (PP5) | P53041 | purified PP5c, OMFP substrate fluorescence | inhibition, % at 6.7 µM | 320,000 compounds, 0.18% hits | AID 1987;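 active means inhibition above the campaign's mean inhibition across all tested compounds plus 3 SD, cut at about 9.5% in these data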;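 further: 0% = DMSO only and 100% = 100 µM cantharidin control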
Target sequence (P53041 whole entry, looked up): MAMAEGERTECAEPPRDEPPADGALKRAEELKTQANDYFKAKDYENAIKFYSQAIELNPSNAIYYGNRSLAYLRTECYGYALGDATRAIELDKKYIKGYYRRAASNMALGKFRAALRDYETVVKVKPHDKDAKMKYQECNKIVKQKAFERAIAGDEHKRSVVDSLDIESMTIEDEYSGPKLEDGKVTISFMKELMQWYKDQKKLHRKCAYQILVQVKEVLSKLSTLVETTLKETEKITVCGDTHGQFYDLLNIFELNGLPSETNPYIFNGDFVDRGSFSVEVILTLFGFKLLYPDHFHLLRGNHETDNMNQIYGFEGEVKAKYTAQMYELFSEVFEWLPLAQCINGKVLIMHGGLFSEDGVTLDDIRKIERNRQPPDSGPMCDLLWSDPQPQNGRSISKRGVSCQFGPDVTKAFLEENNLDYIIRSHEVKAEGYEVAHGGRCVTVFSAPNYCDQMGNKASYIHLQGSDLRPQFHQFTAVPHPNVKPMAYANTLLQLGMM
EBNA-1 inhibitor = blocks EBNA-1 binding to DNA; inhibition, % at 14.8 µM; 300,000 compounds, 0.34% hits; EBNA-1 DNA binding, fluorescence polarization; in the data active means inhibition above about 28%
ZTA DNA inh = blocks Epstein-Barr virus ZTA, an EBNA-1 counter-screen | ZTA-DNA binding, fluorescence polarization | inhibition, % at 11 µM | AID 2234 | P03206 | 320,000 compounds, 0.15% hits; in the data active means inhibition above about 33%
* marks the source's active call; other numbers are inactive results; ? = inconclusive; . = not tested or not shown.

1: CC1CCCCC1NC(=O)CCn1c(=O)sc2ccccc21 (configuration not stated)
2: O=C1c2ccccc2C(=O)N1CCOc1cccc(Br)c1
3: CN(Cc1ccccc1)C(=O)COC(=O)C1CCN(S(=O)(=O)c2cccs2)CC1
4: COc1ccc(NC(=O)NC2(C(=O)N3CCCC(C)C3)CCCCC2)cc1 (configuration not stated)
5: COc1ccc(CNC(=O)C2CCCN2C(=O)NCc2ccccc2)cc1 (configuration not stated)
6: COc1cc(OC)cc(-c2nnc(Sc3ccc(C=O)cc3[N+](=O)[O-])o2)c1
7: Cc1cc(-c2ccccc2)[nH]c(=O)c1S(=O)(=O)c1ccc(Cl)cc1
8: CC(=O)/C(C(=N)N1CCN(C(c2ccccc2)c2ccccc2)CC1)=C(\C)O

| Assay by compound | 1 | 2 | 3 | 4 | 5 | 6 | 7 | 8 |
| --- | --- | --- | --- | --- | --- | --- | --- | --- |
| core dimer inh | 2.1 | 4.3 | 2.6 | 1.6 | -8.9 | 9.5 | 13.8 | -4.8 |
| JMJD2C inh | 3.8 | 10.7 | -0.3 | 2.0 | -1.2 | 7.8 | -9.0 | 7.7 |
| CR mimetic SO | 89.9 | 103.2 | 107.8 | 86.0 | 102.4 | 97.4 | 111.8 | 102.7 |
| TPT1 inh | -2.0 | 0.7 | -2.7 | 0.6 | -2.3 | -0.5 | -1.2 | -8.5 |
| Fh CTSL1 inh | -3.0 | 0.5 | -5.0 | 1.1 | -2.4 | 2.9 | 2.3 | -8.5 |
| PP1 counter | 0.5 | -0.5 | 1.8 | -2.2 | 1.4 | 12.3 | -2.6 | 2.4 |
| PP5 inh | 0.1 | 3.4 | 2.2 | 0.4 | 0.5 | 1.8 | 0.5 | 1.7 |
| EBNA-1 inhibitor | 5.5 | 11.9 | -5.7 | -5.2 | 0.9 | 1.2 | -1.4 | -4.1 |
| ZTA DNA inh | 6.3 | -1.3 | 0.3 | 1.1 | -2.1 | -4.2 | 5.6 | 3.5 |

9: COc1ccccc1NC(=O)CC(NC1CCCCC1)C(=O)O (configuration not stated)
10: Cc1ccc2[nH]c(=O)c(CN(Cc3cccs3)C(=S)NCC3CCCO3)cc2c1 (configuration not stated)
11: CCO[C@H]1OC(C(=O)NCc2ccccc2)=C[C@@H](C)[C@@H]1CCCO
12: OCCC1CN(Cc2nc3ccccc3s2)CCN1C1CCCC1 (configuration not stated)
13: CCOC(=O)c1[nH]ncc1[C@@H]1C[C@H]2CN(Cc3cccc(Cl)c3)C(=O)[C@]23CCCN13
14: CCSc1ccc2cc(OC)ccc2[n+]1CC
15: CCCn1c(C)cc(C(=O)CSc2nc3ccccc3c(=O)n2Cc2ccco2)c1C
16: CCOC(=O)c1ccc(-n2ccnc2)c(NC(=O)c2ccc(C(C)(C)C)cc2)c1

| Assay by compound | 9 | 10 | 11 | 12 | 13 | 14 | 15 | 16 |
| --- | --- | --- | --- | --- | --- | --- | --- | --- |
| core dimer inh | 1.5 | 1.1 | -2.2 | 2.6 | -2.4 | -1.2 | 6.6 | -1.3 |
| JMJD2C inh | -0.8 | 1.8 | -17.7 | 0.6 | 7.0 | -1.0 | 9.0 | -0.5 |
| CR mimetic SO | 102.8 | 97.7 | 100.7 | 98.6 | 98.9 | 80.7 | 111.6 | 89.6 |
| TPT1 inh | -1.8 | 1.7 | -4.5 | -5.3 | -1.4 | -0.8 | -1.8 | -4.5 |
| Fh CTSL1 inh | -0.4 | -3.8 | -1.1 | 4.1 | -2.1 | 0.0 | 1.6 | 7.7 |
| PP1 counter | 2.5 | 3.3 | 2.5 | -2.3 | -1.6 | 2.6 | 3.5 | 15.1 |
| PP5 inh | -1.9 | 4.1 | 1.0 | -0.3 | -1.1 | 0.6 | 0.4 | -8.2 |
| EBNA-1 inhibitor | 2.5 | 44.2* | 0.2 | 11.1 | -4.8 | 2.0 | 3.3 | -7.8 |
| ZTA DNA inh | 3.5 | 8.6 | -10.8 | 3.1 | 1.7 | 1.8 | -8.0 | -9.8 |

17: COc1cccc2c1nc(C)c1cc(C)oc12
18: O=Cc1cccn1-c1ccc2ccccc2c1
19: CCC1CCCCN1C(=O)c1cc(COc2ccc(-n3cncn3)cc2)on1 (configuration not stated)
20: CC1CN(C(=O)CCC(=O)NCc2ccccn2)c2ccccc2O1 (configuration not stated)
21: COC(=O)c1ccc(C(=O)OC)c(NC(=O)c2cnc3n(c2=O)CCS3)c1
22: CN1CCc2cccc3c2[C@@H]1Cc1ccc(O)c(O)c1-3
23: CCOc1ccc(N=C2NC(=O)CS2)cc1
24: Cc1ccc(S(=O)(=O)/N=C2\C=C(Nc3cccc(C(=O)O)c3)C(=O)c3ccccc32)cc1

| Assay by compound | 17 | 18 | 19 | 20 | 21 | 22 | 23 | 24 |
| --- | --- | --- | --- | --- | --- | --- | --- | --- |
| core dimer inh | 0.0 | 4.1 | -3.8 | -2.8 | -0.9 | 4.7 | 5.8 | -5.5 |
| JMJD2C inh | 43.5 | 0.8 | 5.6 | 2.4 | 2.6 | ? | 5.3 | 2.7 |
| CR mimetic SO | 118.9 | 90.5 | 107.1 | 113.2 | 94.2 | 96.5 | 99.1 | 122.4 |
| TPT1 inh | 0.3 | -0.5 | 0.5 | -1.1 | 3.2 | -7.3 | 2.4 | -3.2 |
| Fh CTSL1 inh | -3.8 | -5.3 | 0.5 | -0.5 | 0.4 | 0.9 | 3.4 | 62.7* |
| PP1 counter | -3.1 | -1.3 | -0.5 | 0.7 | -2.6 | 3.3 | -4.2 | 5.9 |
| PP5 inh | 0.2 | -0.9 | 2.8 | 1.4 | 1.5 | 1.6 | -0.6 | 9.4 |
| EBNA-1 inhibitor | -13.2 | 4.2 | -8.1 | -5.1 | 6.0 | 8.0 | 11.2 | 1.6 |
| ZTA DNA inh | 9.7 | 9.2 | 19.0 | -12.0 | -0.7 | 1.5 | -0.3 | 33.3* |

Overlap with the part before: 2 compounds; new compounds follow.
23: CCOc1ccc(N=C2NC(=O)CS2)cc1
24: Cc1ccc(S(=O)(=O)/N=C2\C=C(Nc3cccc(C(=O)O)c3)C(=O)c3ccccc32)cc1
25: Cc1csc(NC(=O)CSc2nnc(C)n2Cc2ccco2)n1
26: COc1ccc(-c2csc(N(CC3CCCO3)C(=O)c3cccs3)n2)cc1 (configuration not stated)
27: Cc1ccc(N2CC(C(=O)N3CCC(c4nc5ccccc5[nH]4)CC3)CC2=O)cc1C (configuration not stated)
28: N#CCCS(=O)(=O)c1nnnn1-c1ccccc1

| Assay by compound | 23 | 24 | 25 | 26 | 27 | 28 |
| --- | --- | --- | --- | --- | --- | --- |
| core dimer inh | 5.8 | -5.5 | -6.1 | 1.9 | 1.7 | -6.4 |
| JMJD2C inh | 5.3 | 2.7 | 17.2 | 0.3 | -1.5 | . |
| CR mimetic SO | 99.1 | 122.4 | 95.0 | 105.1 | 117.5 | 173.1 |
| TPT1 inh | 2.4 | -3.2 | -2.5 | -1.4 | 1.1 | 0.3 |
| Fh CTSL1 inh | 3.4 | 62.7* | -2.6 | 3.6 | -2.5 | 0.1 |
| PP1 counter | -4.2 | 5.9 | -3.6 | 0.3 | -4.3 | -2.7 |
| PP5 inh | -0.6 | 9.4 | -1.3 | 2.0 | -0.4 | 3.5 |
| EBNA-1 inhibitor | 11.2 | 1.6 | 10.1 | 1.4 | -12.2 | -6.0 |
| ZTA DNA inh | -0.3 | 33.3* | 14.0 | -1.6 | -15.6 | -4.1 |

Quoted from above, nos. 19 to 28
19: CCC1CCCCN1C(=O)c1cc(COc2ccc(-n3cncn3)cc2)on1 (configuration not stated)
20: CC1CN(C(=O)CCC(=O)NCc2ccccn2)c2ccccc2O1 (configuration not stated)
21: COC(=O)c1ccc(C(=O)OC)c(NC(=O)c2cnc3n(c2=O)CCS3)c1
22: CN1CCc2cccc3c2[C@@H]1Cc1ccc(O)c(O)c1-3
23: CCOc1ccc(N=C2NC(=O)CS2)cc1
24: Cc1ccc(S(=O)(=O)/N=C2\C=C(Nc3cccc(C(=O)O)c3)C(=O)c3ccccc32)cc1
25: Cc1csc(NC(=O)CSc2nnc(C)n2Cc2ccco2)n1
26: COc1ccc(-c2csc(N(CC3CCCO3)C(=O)c3cccs3)n2)cc1 (configuration not stated)
27: Cc1ccc(N2CC(C(=O)N3CCC(c4nc5ccccc5[nH]4)CC3)CC2=O)cc1C (configuration not stated)
28: N#CCCS(=O)(=O)c1nnnn1-c1ccccc1

| Assay by compound | 19 | 20 | 21 | 22 | 23 | 24 | 25 | 26 | 27 | 28 |
| --- | --- | --- | --- | --- | --- | --- | --- | --- | --- | --- |
| core dimer inh | -3.8 | -2.8 | -0.9 | 4.7 | 5.8 | -5.5 | -6.1 | 1.9 | 1.7 | -6.4 |
| JMJD2C inh | 5.6 | 2.4 | 2.6 | ? | 5.3 | 2.7 | 17.2 | 0.3 | -1.5 | . |
| CR mimetic SO | 107.1 | 113.2 | 94.2 | 96.5 | 99.1 | 122.4 | 95.0 | 105.1 | 117.5 | 173.1 |
| TPT1 inh | 0.5 | -1.1 | 3.2 | -7.3 | 2.4 | -3.2 | -2.5 | -1.4 | 1.1 | 0.3 |
| Fh CTSL1 inh | 0.5 | -0.5 | 0.4 | 0.9 | 3.4 | 62.7* | -2.6 | 3.6 | -2.5 | 0.1 |
| PP1 counter | -0.5 | 0.7 | -2.6 | 3.3 | -4.2 | 5.9 | -3.6 | 0.3 | -4.3 | -2.7 |
| PP5 inh | 2.8 | 1.4 | 1.5 | 1.6 | -0.6 | 9.4 | -1.3 | 2.0 | -0.4 | 3.5 |
| EBNA-1 inhibitor | -8.1 | -5.1 | 6.0 | 8.0 | 11.2 | 1.6 | 10.1 | 1.4 | -12.2 | -6.0 |
| ZTA DNA inh | 19.0 | -12.0 | -0.7 | 1.5 | -0.3 | 33.3* | 14.0 | -1.6 | -15.6 | -4.1 |
